M1 PAM: human CHRM1 positive allosteric modulation | P11229 | CHO-K1 hM1, Fluo-8 calcium fluorescence, ACh EC20; 0% = ACh EC20, 100% = maximal ACh | activation, % at 3 µM | 0.088% of 360,000 active | AID 588819; in the data active means activation above about 19%, passing the limit was not always enough
M1 ag: agonists of human M1 muscarinic receptor. CHO-K1 hM1, Fluo-8 calcium fluorescence, agonist mode; 0% DMSO, 100% acetylcholine EC100. activation, % at 3 µM. 0.33% of 360,000 active;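 active means activation above the run's mean compound activation plus 3 SD, cut at about 16% in these data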;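 further: peak over basal fluorescence ratio within a 140 s kinetic read after compound addition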
TAAR1 antag: antagonists of human TAAR1; CHO RD-HGA16 TAAR1, Fluo-8 calcium fluorescence, antagonist; inhibition, % at 3 µM; 1.5% of 360,000 active; AID 624466;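 active means inhibition above a per-plate cutoff, the mean inhibition of test compounds on that plate plus 3 SD, cut at about 49% in these data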;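 further: 0% = DMSO plus EC80 beta-PEA response and 100% = DMSO alone without agonist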
Target sequence (Q96RJ0 whole entry, looked up): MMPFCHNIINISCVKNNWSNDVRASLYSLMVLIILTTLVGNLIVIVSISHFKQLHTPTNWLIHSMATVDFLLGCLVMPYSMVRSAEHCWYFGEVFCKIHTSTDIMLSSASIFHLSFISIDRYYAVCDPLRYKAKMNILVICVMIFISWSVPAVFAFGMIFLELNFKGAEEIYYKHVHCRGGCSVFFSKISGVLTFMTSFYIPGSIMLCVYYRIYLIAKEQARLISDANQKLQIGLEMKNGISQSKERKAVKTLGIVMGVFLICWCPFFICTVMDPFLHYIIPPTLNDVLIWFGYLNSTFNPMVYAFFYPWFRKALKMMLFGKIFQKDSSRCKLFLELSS
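Material: CHO RD-HGA16 cells bearing hTAAR1; compound dosing: one-point dosing, 3 µM nominal final; schedule: dye loading 75 min at 37 °C, then 30 min room temperature; measured by: calcium fluorescence with Fluo-8; control set: vehicle and agonist controls; replication: n of 1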
OXTR agonist: agonists of human oxytocin receptor | CHO-OTR cells, Fluo-8 calcium fluorescence; normalized: DMSO 0%, oxytocin 100% | AID 2435 | P30559 | activation, % at 3 µM | 0.32% of 320,000 active;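 active means activation above the mean of all tested compounds plus 3 SD, cutoff set per screening run, cut at about 20% in these data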;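 further: peak over basal fluorescence ratio from a 100 s FLIPR kinetic read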
Target sequence (P30559 whole entry, looked up): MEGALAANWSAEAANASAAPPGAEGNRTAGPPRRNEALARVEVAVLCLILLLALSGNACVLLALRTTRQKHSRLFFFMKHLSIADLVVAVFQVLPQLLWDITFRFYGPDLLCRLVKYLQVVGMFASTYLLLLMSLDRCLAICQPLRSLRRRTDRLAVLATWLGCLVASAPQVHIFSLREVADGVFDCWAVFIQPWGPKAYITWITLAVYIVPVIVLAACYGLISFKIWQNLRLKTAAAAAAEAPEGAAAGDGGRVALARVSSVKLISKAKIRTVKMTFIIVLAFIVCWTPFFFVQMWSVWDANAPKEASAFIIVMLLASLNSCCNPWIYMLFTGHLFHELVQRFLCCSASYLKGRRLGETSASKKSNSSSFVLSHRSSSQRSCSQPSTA
CHRM1 antagonist: antagonists of human M1 muscarinic receptor | CHO-K1 hM1, Fluo-8 calcium fluorescence, ACh EC80 antagonist | inhibition, % at 3 µM | 1.3% of 360,000 active | AID 588852;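 active means percent inhibition above its own plate's cutoff, namely the mean of that plate's compound wells plus 3 SD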;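 further: peak over basal fluorescence ratio during 140 s after agonist addition; 0% = ACh EC80 plus DMSO and 100% = DMSO alone without agonist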
TAAR1 agonist: human TAAR1 agonism. 0.99% of 360,000 active. Q96RJ0. AID 624467. CHO RD-HGA16 TAAR1, Fluo-8 calcium fluorescence; vehicle wells 0%, saturating PEA agonist 100%. activation, % at 3 µM;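 active means activation above the mean activation of all test compounds in the run plus 3 SD, cut at about 38% in these data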
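System: CHO-derived RD-HGA16 cells with stable Gα16 and human TAAR1 / Times: 17-24 h plating, Fluo-8 75 min 37 °C, 30 min RT / Technique: calcium-sensitive Fluo-8 signal, excitation 470-495, emission 515-575 nm / Measure: % activation relative to PEA EC100 response / Benchmarks: DMSO and PEA EC100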
V1R ag counter: V1a receptor agonism, counter-screen for OXTR agonists; 0.25% of 320,000 active; activation, % at 3 µM; AID 2797; CHO-V1R cells, Fluo-8 calcium fluorescence, agonist mode; 0% DMSO, 100% 3 nM vasopressin;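 active means activation above the mean activation of all tested compounds plus 3 SD, per screening run, cut at about 20% in these data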;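 further: signal is peak over basal fluorescence ratio across a 100 second FLIPR read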
OXTR potentiate: potentiators of human oxytocin receptor | P30559 | CHO-OTR cells, Fluo-8 calcium fluorescence, potentiator mode; 0% = oxytocin EC15, 100% = EC100 | activation, % at 3 µM | 0.061% of 320,000 active | AID 2445;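 active means activation above that plate's cutoff, the mean activation of tested compounds plus 3 SD, cut at about 6.6% in these data, passing the limit was not always enough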;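 further: 100% uses oxytocin at 75 nM as the full agonist control; some results filed as inactive read as strong as hits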
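Assay system: CHO-OTR cells, human receptor / Also added: oxytocin at about EC15, sub-maximal agonist stimulus / Dosing: single dose, 3.0 µM nominal final compound concentration / Incubation: 6 min pre-incubation, 100 s read / Technique: Fluo-8 calcium dye fluorescence / Read-out: % activation vs EC15 and EC100 oxytocin / Benchmarks: EC15 oxytocin low, 75 nM oxytocin high / Replicates: singlicate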
CHO parental Ca: counter-screen: ATP calcium response change in parental CHO cells; inhibition, % at 5.6 µM; 0.63% of 330,000 active; parental CHO-K1, ATP-induced calcium, Fluo-8 fluorescence;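 active means inhibition above that plate's mean sample inhibition plus 3 SD, cut at about 26% in these data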;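 further: 0% = ATP-challenged DMSO wells and 100% = DMSO wells without ATP; some compounds past the cut are filed as inactive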
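Material: parental CHO cells / Compound: single nominal dose of 5.6 µM per compound / Signal: Fluo-8 fluorescence / Replicates: singlicate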
* hit, by the source's call.

Screening COC(=O)c1[nH]c2cc(OC)ccc2c1N returned M1 PAM 5.8, M1 ag -0.8, TAAR1 antag -7.2, OXTR agonist -0.4, CHRM1 antagonist -5.9, TAAR1 agonist 3.7, V1R ag counter 0.2, OXTR potentiate -8.4 and CHO parental Ca -3.8.
`Cc1ccc(-n2nc3c(c2NC(=O)/C=C\c2ccc4c(c2)OCO4)CSC3)c(C)c1` gave M1 PAM -1.6, M1 ag -4.1, TAAR1 antag -19.8, OXTR agonist 0.1, CHRM1 antagonist 5.8, TAAR1 agonist -1.0, V1R ag counter -0.6, OXTR potentiate -0.7 and CHO parental Ca -8.8.
For CCOC(=O)c1ccc2nc(C)cc(Nc3cccc(C(=O)O)c3)c2c1 the results were OXTR agonist 0.6, V1R ag counter 0.1, OXTR potentiate -0.1 and CHO parental Ca -9.0.
For Cc1cccc2cc(COC(=O)C(C)(C)C)c(=O)[nH]c12 the results were M1 PAM 9.6, M1 ag -0.9, TAAR1 antag 2.1, OXTR agonist 2.4, CHRM1 antagonist -11.0, TAAR1 agonist 11.3, V1R ag counter 4.2, OXTR potentiate -15.5 and CHO parental Ca -13.8.
Screening CCC(CC)C(=O)Nc1nnc(SCC(=O)N2CCN(c3ccccc3OC)CC2)s1 returned M1 PAM 7.5, M1 ag -3.1, TAAR1 antag 2.4, OXTR agonist -2.6, CHRM1 antagonist -7.4, TAAR1 agonist 6.4, V1R ag counter -0.4, OXTR potentiate -14.3 and CHO parental Ca -20.1.
COc1ccc(/C=C/C(=O)c2ccc(NC(=O)c3cccs3)cc2)cc1OC was read as M1 PAM 2.7, M1 ag -0.5, TAAR1 antag 53.4*, OXTR agonist -0.5, CHRM1 antagonist -3.8, TAAR1 agonist 43.4*, V1R ag counter 3.6, OXTR potentiate -1.1 and CHO parental Ca -6.0.
Screening COc1cccc(NC(=O)C/C(C)=N/NC(=O)C2CCCCC2)c1 returned M1 PAM 0.0, M1 ag -3.4, TAAR1 antag -17.8, OXTR agonist -1.4, CHRM1 antagonist 3.9, TAAR1 agonist 1.1, V1R ag counter -0.3, OXTR potentiate -7.4 and CHO parental Ca -8.0.
Screening COCCNC(=O)c1ccc(C)c(NC(=O)C2=C(C)OCCS2)c1 returned M1 PAM -1.3, M1 ag -4.0, TAAR1 antag -6.2, OXTR agonist 0.9, CHRM1 antagonist 4.5, TAAR1 agonist 2.8, V1R ag counter 0.1, OXTR potentiate -4.1 and CHO parental Ca 2.4.
CCOC(=O)c1c[nH]n(-c2ccccc2)c1=O was read as M1 PAM 10.2, M1 ag -1.9, TAAR1 antag -2.7, OXTR agonist 1.1, CHRM1 antagonist -11.8, TAAR1 agonist -0.3, V1R ag counter 0.6, OXTR potentiate 1.2 and CHO parental Ca 3.3.
`CCCN(CCC)c1nc(N(CCC)CCC)[nH]c(=O)n1` gave M1 PAM 7.1, M1 ag -6.6, TAAR1 antag 6.3, OXTR agonist -0.5, CHRM1 antagonist 0.4, TAAR1 agonist 4.8, V1R ag counter 1.0, OXTR potentiate -2.6 and CHO parental Ca -12.6.
`Cc1ccccc1Nc1c(-c2cccnc2)nc2cccc(C)n12` gave M1 PAM 1.1, M1 ag -7.5, TAAR1 antag -14.5, OXTR agonist -2.3, CHRM1 antagonist -4.4, TAAR1 agonist 1.5, V1R ag counter 0.1, OXTR potentiate 1.8 and CHO parental Ca -16.1.
For CCCN(Cc1ccccc1)C(=S)Nc1ccc(SC(F)F)cc1 the results were M1 PAM -14.7, M1 ag -8.0, TAAR1 antag 10.3, CHRM1 antagonist 21.6 and TAAR1 agonist 3.7.
`COc1ccc(N=CC2=C(Nc3ccc(OC)cc3)c3c(C)nn(-c4ccccn4)c3CC2)cc1` gave OXTR agonist 10.2, V1R ag counter 20.6*, OXTR potentiate -6.7 and CHO parental Ca 30.6*.
Screening COc1ccc(NC(=O)CCN2C(=O)C3C4CCC(C4)C3C2=O)cc1 (configuration not stated) returned M1 PAM 5.5, M1 ag -6.1, TAAR1 antag -12.9, OXTR agonist 0.1, CHRM1 antagonist -4.0, TAAR1 agonist 5.8, V1R ag counter -0.4, OXTR potentiate -5.2 and CHO parental Ca -2.5.
For O=Cc1ccccc1OCc1nnsc1Cl the results were M1 PAM 7.0, M1 ag -12.3, TAAR1 antag 8.9, OXTR agonist -0.6, CHRM1 antagonist -2.7, TAAR1 agonist 1.8, V1R ag counter -0.8, OXTR potentiate -3.6 and CHO parental Ca -3.9.

Brought forward from above: 3 entries, then new ones.
`COc1ccc(N=CC2=C(Nc3ccc(OC)cc3)c3c(C)nn(-c4ccccn4)c3CC2)cc1` gave OXTR agonist 10.2, V1R ag counter 20.6*, OXTR potentiate -6.7 and CHO parental Ca 30.6*.
Screening COc1ccc(NC(=O)CCN2C(=O)C3C4CCC(C4)C3C2=O)cc1 (configuration not stated) returned M1 PAM 5.5, M1 ag -6.1, TAAR1 antag -12.9, OXTR agonist 0.1, CHRM1 antagonist -4.0, TAAR1 agonist 5.8, V1R ag counter -0.4, OXTR potentiate -5.2 and CHO parental Ca -2.5.
For O=Cc1ccccc1OCc1nnsc1Cl the results were M1 PAM 7.0, M1 ag -12.3, TAAR1 antag 8.9, OXTR agonist -0.6, CHRM1 antagonist -2.7, TAAR1 agonist 1.8, V1R ag counter -0.8, OXTR potentiate -3.6 and CHO parental Ca -3.9.
For CCOc1ccc(NC(=O)c2cccc3c2C(=O)N(CCOC)C3)cc1 the results were M1 PAM 4.6, M1 ag -3.5, TAAR1 antag 27.5, OXTR agonist 0.2, CHRM1 antagonist -6.1, TAAR1 agonist -0.5, V1R ag counter 0.8, OXTR potentiate -8.7 and CHO parental Ca -8.4.
`O=C(Nc1ccc(Cl)c(Cl)c1)Nc1cc(C(=O)N2CCOCC2)ccc1N1CCCCC1` gave M1 PAM -1.3, M1 ag -4.4, TAAR1 antag -0.8, OXTR agonist 0.5, CHRM1 antagonist -6.2, TAAR1 agonist 10.6, V1R ag counter 0.5, OXTR potentiate -0.4 and CHO parental Ca -9.6.
`CCN1CCC(O)(C#Cc2ccccc2)CC1` gave M1 PAM 3.8, M1 ag -8.7, TAAR1 antag -16.7, OXTR agonist 1.5, CHRM1 antagonist -12.1, TAAR1 agonist 1.1, V1R ag counter -0.2, OXTR potentiate -3.0 and CHO parental Ca 8.0.
`O=C(NC1(C(F)(F)F)C(=O)Nc2c1c(=O)[nH]c(=O)n2Cc1ccco1)C1CCCCC1` (configuration not stated) gave M1 PAM 0.9, M1 ag -3.2, TAAR1 antag -10.4, OXTR agonist 1.5, CHRM1 antagonist -13.7, TAAR1 agonist 18.5, V1R ag counter 2.7, OXTR potentiate -6.5 and CHO parental Ca 4.2.
O=C(c1n[nH]c2ccccc12)N1CCN(S(=O)(=O)c2ccc3ccccc3c2)CC1 was read as M1 PAM 5.7, M1 ag -3.4, TAAR1 antag 42.5, OXTR agonist -0.2, CHRM1 antagonist -1.7, TAAR1 agonist 13.4, V1R ag counter 2.5, OXTR potentiate -19.4 and CHO parental Ca -8.6.
Screening COc1cc2cnc(-c3ccccc3)c(C(=O)c3ccc(F)cc3)c2cc1OC returned M1 PAM -1.7, M1 ag -7.9, TAAR1 antag 5.9, OXTR agonist -0.9, CHRM1 antagonist 3.7, TAAR1 agonist 11.1, V1R ag counter -1.6, OXTR potentiate -6.6 and CHO parental Ca -28.1.
Screening CN(CC(=O)Nc1ccccc1Br)C(=O)c1ccc(COc2ccccc2)cc1 returned M1 PAM 3.9, M1 ag -0.2, TAAR1 antag 21.7, OXTR agonist -0.7, CHRM1 antagonist -5.8, TAAR1 agonist 3.3, V1R ag counter 6.0, OXTR potentiate 2.0 and CHO parental Ca -17.8.
`COc1ccccc1N1CC(C(=O)Nc2nnc(SCC(=O)N3CCOCC3)s2)CC1=O` (configuration not stated) gave M1 PAM 4.2, M1 ag -1.6, TAAR1 antag -0.8, OXTR agonist 0.5, CHRM1 antagonist 0.9, TAAR1 agonist 2.3, V1R ag counter 6.4, OXTR potentiate 2.3 and CHO parental Ca -4.1.
For O=C(CCC(=O)c1cccs1)OCc1nc2ccccc2s1 the results were M1 PAM 2.3, M1 ag -2.3, TAAR1 antag -19.5, OXTR agonist -0.9, CHRM1 antagonist -2.4, TAAR1 agonist 3.6, V1R ag counter 3.0, OXTR potentiate -6.0 and CHO parental Ca -10.3.
Screening NC(=O)NCCCC(=O)O returned M1 PAM 3.8, M1 ag -0.9, TAAR1 antag -9.3, OXTR agonist -0.7, CHRM1 antagonist -9.7, TAAR1 agonist 0.5, V1R ag counter 1.1, OXTR potentiate 0.1 and CHO parental Ca -2.7.
For NS(=O)(=O)c1ccc(CCNC(=O)c2ccc(C(=O)c3ccccc3)cc2)cc1 the results were M1 PAM -8.8, M1 ag -3.3, TAAR1 antag 24.8, OXTR agonist 0.3, CHRM1 antagonist 16.5, TAAR1 agonist 2.7, V1R ag counter 1.7, OXTR potentiate -6.3 and CHO parental Ca 12.4.
CN(C(=O)CSc1nnnn1-c1ccccc1)C1CCS(=O)(=O)C1 (configuration not stated) was read as M1 PAM 5.9, M1 ag -2.8, TAAR1 antag -17.9, OXTR agonist 1.0, CHRM1 antagonist -10.3, TAAR1 agonist 0.7, V1R ag counter 0.6, OXTR potentiate 1.4 and CHO parental Ca -1.0.
Screening O=C(CC1SC(N2CCCC2)=NC1=O)Nc1ccc(C(=O)N2CCCC(C(F)(F)F)C2)cc1 (configuration not stated) returned M1 PAM -0.4, M1 ag -3.1, TAAR1 antag -3.2, OXTR agonist 0.6, CHRM1 antagonist -1.7, TAAR1 agonist 2.4, V1R ag counter 0.2, OXTR potentiate -4.0 and CHO parental Ca -6.9.
For COc1ccc(CNc2ncnc3cc(OC)c(OC)cc23)cc1OC the results were M1 PAM 11.7, M1 ag -1.4, TAAR1 antag -7.5, OXTR agonist 0.4, CHRM1 antagonist -7.8, TAAR1 agonist 3.0, V1R ag counter -0.4, OXTR potentiate -5.3 and CHO parental Ca 3.6.
Cc1ccc(NC(=S)N=Nc2c(O)n(C)c3ccc(S(=O)(=O)N4CCOCC4)cc23)cc1 was read as M1 PAM 4.4, M1 ag -6.2, TAAR1 antag -7.8, CHRM1 antagonist -7.5 and TAAR1 agonist 10.7.
`O=S(=O)(c1ccc(N2CCCCCC2)nc1)N1CCCC1` gave M1 PAM -33.4, M1 ag -13.4, TAAR1 antag -1.4, OXTR agonist -0.6, CHRM1 antagonist 69.7*, TAAR1 agonist 7.6, V1R ag counter 0.1, OXTR potentiate -4.4 and CHO parental Ca -7.8.

Screening data deposited in PubChem by The Scripps Research Institute Molecular Screening Center.
